Cardio protect = cardioprotection against H2O2-induced cell death, primary screen, uHTS, H9c2 cells, ATPLite luminescence; H9c2 cardiomyocytes, H2O2 injury protection, 2 h; protection from H2O2 cell death, % at 20 µM; 360,000 tested, 0.63% active;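 active = compounds giving at least 50% protection of heart cells from peroxide-induced death in the single-dose screen, raw or plate-pattern-corrected value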;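 note: 0% = DMSO wells with peroxide and 100% = DMSO wells without peroxide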
ABHD5-PLIN5 inh = ABHD5-PLIN5 interaction inhibitors, primary screen, cell lysate, split luciferase complementation, luminescence. AID 602281, 2012. 360,000 tested, 0.78% active. inhibition, % at 4 µM. Split G. princeps luciferase complementation, 4 h;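 active = inhibition above the mean inhibition across every tested compound plus 3 SD, cut at about 22% in these data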;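 note: 0% = DMSO only wells and the 100% control is not disclosed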
Target sequence (Q00G26 whole entry, looked up): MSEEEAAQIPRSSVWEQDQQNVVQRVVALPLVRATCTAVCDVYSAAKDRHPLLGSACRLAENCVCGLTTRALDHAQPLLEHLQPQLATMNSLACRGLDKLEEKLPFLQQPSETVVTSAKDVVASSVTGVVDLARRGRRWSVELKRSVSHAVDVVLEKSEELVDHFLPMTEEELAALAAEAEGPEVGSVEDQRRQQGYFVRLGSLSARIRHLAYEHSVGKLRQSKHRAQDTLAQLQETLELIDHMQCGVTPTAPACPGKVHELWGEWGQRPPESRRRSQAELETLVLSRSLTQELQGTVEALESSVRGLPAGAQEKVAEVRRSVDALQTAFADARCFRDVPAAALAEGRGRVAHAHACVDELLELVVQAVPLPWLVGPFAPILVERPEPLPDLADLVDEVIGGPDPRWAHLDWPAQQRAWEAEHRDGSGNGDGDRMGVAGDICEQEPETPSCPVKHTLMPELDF
Target sequence (Q8WTS1 whole entry, looked up): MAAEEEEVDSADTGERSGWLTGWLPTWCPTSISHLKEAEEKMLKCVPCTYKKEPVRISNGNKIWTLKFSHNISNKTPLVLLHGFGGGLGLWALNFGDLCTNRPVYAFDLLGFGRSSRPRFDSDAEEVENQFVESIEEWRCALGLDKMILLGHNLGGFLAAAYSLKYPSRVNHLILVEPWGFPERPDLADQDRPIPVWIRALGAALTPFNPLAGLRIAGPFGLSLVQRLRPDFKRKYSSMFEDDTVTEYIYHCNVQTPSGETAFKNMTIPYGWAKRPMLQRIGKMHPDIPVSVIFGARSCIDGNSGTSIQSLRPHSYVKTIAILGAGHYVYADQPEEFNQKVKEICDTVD
N-glyco inh = increase of ERlucT glycosylation luciferase signal, primary screen, N-linked glycosylation inhibitor project, D54 ERlucT cells, luminescence, set 2; AID 588692, 2011; D54 ERlucT glycosylation luciferase reporter, 24 h; percent of 100 nM tunicamycin response; 360,000 tested, 0.23% active; reporter increase, % at 12.5 µM;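 active = mean luciferase reporter signal, scaled so untreated is 0 and the glycosylation-blocking control 100, at or above a set limit in every replicate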;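 note: luciferase carries N-glycosylation sites so blocking glycosylation raises the light; 0% = median of neutral control wells and 100% = median of 100 nM tunicamycin wells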
m5-HT2A agonist = mouse Htr2a agonists via beta-arrestin recruitment, primary screen, cell-based, luminescence | 360,000 tested, 0.66% active | activation, % at 7.6 µM | 5-hydroxytryptamine receptor 2A (Mus musculus), P35363 | AID 624169, 2012 | CHO-K1 mHTR2A beta-arrestin complementation; percent of 30 µM serotonin response;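 active = activation above a run cutoff, the mean activation of all tested compounds plus 3 SD, cut at about 14% in these data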;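 note: 0% = plate median of compound wells and 100% = 30 µM serotonin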
ABCB6 inh 2 = ABCB6 transporter inhibitors, primary screen, K562-ABCB6 cells, flow cytometry, MLPCN library; AID 602162, 2011; K562-ABCB6 porphyrin accumulation, 1 h; active compounds read low; 360,000 tested, 0.19% active; fluorescence ratio to DMSO, % at 10 µM; ATP-binding cassette sub-family B member 6 (Homo sapiens), Q9NP58;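 active = fluorescence ratio to DMSO below 75%, the collection mean minus 3 SD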;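 note: signal is porphyrin accumulated inside mitochondria; 100% equals median channel fluorescence of DMSO control wells; lower ratio means ABCB6 inhibition with less porphyrin fluorescence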
MC4R ag barr = MC4R agonists recruiting beta-arrestin, primary screen, cell-based, luminescence, agonist arm of biased-ligand search | Melanocortin receptor 4 (Homo sapiens), P32245 | U2OS MC4R beta-arrestin complementation; percent of melanotan II response, DMSO zero | activation, % at 8.9 µM | 360,000 tested, 0.98% active | AID 540308, 2011;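 active = activation above a per-plate cutoff, the mean activation of sample wells on that plate plus 3 SD, cut at about 8% in these data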
TLR9-MyD88 inh = inhibitors of TLR9-MyD88 association in cells, primary screen, cell-based, CHO, BLA complementation, fluorescence. Toll-like receptor 9 (Homo sapiens) + Myeloid differentiation primary response protein …. CCF4 FRET ratio. inhibition, % at 4.98 µM. 340,000 tested, 0.21% active;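 active = inhibition above the mean over all tested compounds plus 3 SD, cut at about 21% in these data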;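 note: 0% = DMSO only wells and 100% = clavulanate BLA inhibitor control wells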
NOD2 RIPK2 PPI = NOD2-RIPK2 binding disruptors in cells, primary screen, fluorescence, CHO cells, BLA complementation; 360,000 tested, 0.38% active; inhibition, % at 4.98 µM; AID 624267, 2012; Receptor-interacting serine/threonine-protein kinase 2 (Homo sapiens), O43353; CCF4 ratio; in the data active = inhibition above about 21%;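 note: 0% = vehicle only and 100% = reference blocker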
MC4R antagonist = MC4R antagonists of cAMP signaling, primary screen, cell-based, TR-FRET, antagonist arm of biased-ligand search | Melanocortin receptor 4 (Homo sapiens), P32245 | 360,000 tested, 0.48% active | inhibition, % at 6.5 µM | MC4R-expressing cells, MTII-stimulated cAMP, LANCE TR-FRET;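 active = inhibition above its plate's cutoff, the mean of tested wells on that plate plus 3 SD, cut at about 29% in these data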;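 note: 0% = Melanotan II alone and 100% = Melanotan II plus saturating MCL0020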
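Assay system: U2OS-MC4R stable cell line; Also added: Melanotan II; Technique: Eu-cAMP/anti-cAMP TR-FRET, emission 671 nm; Times: 30-min compound, 1-h challenge, 1-h detection, room temperature.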
NCOA2 inhibitor = inhibition of GAL4-SRC2 driven luciferase reporter, primary screen, SRC2 inhibitor project, cell-based, luminescence; Nuclear receptor coactivator 2 (Homo sapiens), Q15596; HEK293 GAL4-SRC2 luciferase reporter; inhibition, % at 9 µM; 370,000 tested, 0.17% active; AID 651957, 2012;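 active = inhibition above the mean inhibition of all tested compounds plus 3 SD, set per campaign, cut at about 52% in these data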;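 note: 0% = DMSO treated cells and 100% = cells given Gossypol at 36 µM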
* hit, by the source's call; / = not tested or not shown.

Order of values: MC4R antagonist | N-glyco inh | ABHD5-PLIN5 inh | m5-HT2A agonist | NOD2 RIPK2 PPI | ABCB6 inh 2 | MC4R ag barr | Cardio protect | TLR9-MyD88 inh | NCOA2 inhibitor
Nc1nc(=O)n(C2CC(O)C(CO)O2)cc1F (stereo not given)
    -2.9 | -1.5 | -1.0 | -0.2 | 2.9 | 97.0 | -0.3 | -2.6 | -3.7 | 10.3
CC(C)CC(=O)Nc1c2c(nn1-c1ccc([N+](=O)[O-])cc1)CS(=O)(=O)C2
    6.7 | 2.8 | 0.0 | 1.3 | -5.7 | 100.0 | -2.7 | 0.1 | -11.7 | -8.1
COc1ccccc1OCCCCCNCCO
    6.9 | -0.8 | 8.2 | 3.6 | -7.1 | 100.0 | 0.2 | 3.2 | -0.1 | -9.2
O=C(NCC1CCCO1)C(c1ccccn1)N(Cc1ccccc1Cl)C(=O)CN1C(=O)c2ccccc2S1(=O)=O (stereo not given)
    9.4 | 2.8 | -2.5 | 1.8 | -9.8 | 98.0 | -2.6 | 2.9 | 2.2 | -2.4
O=C(COC(=O)c1cccc([N+](=O)[O-])c1)c1ccc(OCc2ccccc2)cc1
    -6.0 | -2.5 | 2.9 | 0.0 | -1.1 | 95.0 | -1.2 | -11.0 | -2.7 | -80.6
CC(C)C1N=C(c2ccc3c(c2)OCO3)CC(c2ccccc2O)N1 (stereo not given)
    -6.6 | 37.3* | 56.0* | -1.8 | 9.8 | 99.0 | -4.7 | -7.6 | -2.2 | -63.4
Cn1c(N/N=C2\CCCc3ccccc32)nc2c1c(=O)n(Cc1ccccc1)c(=O)n2C
    13.4 | -1.1 | -0.1 | -1.1 | -9.0 | 97.0 | -1.7 | 2.8 | 2.1 | -4.1
COc1ccc(/C=N/N2CCN(c3ccccc3OC)CC2)cc1Br
    6.3 | 4.0 | -12.6 | -5.4 | -4.3 | 96.0 | -2.4 | -2.2 | -8.7 | -52.8
O=C(O)/C=C/c1coc2ccccc2c1=O
    6.2 | -1.3 | 0.3 | -2.3 | -11.8 | 102.0 | -1.0 | 4.4 | 3.8 | 17.1
COc1ccc(C)cc1NC(=O)CC(NC(C)=O)c1ccccc1 (stereo not given)
    6.8 | 2.3 | -1.2 | -0.6 | -1.4 | 98.0 | -0.6 | 6.9 | -6.4 | -41.2
Cc1nn(C)cc1/C=N/NC(=O)c1sc2ccccc2c1Cl
    -1.1 | 4.9 | -2.0 | -5.0 | -4.1 | 92.0 | -0.4 | 19.0 | 0.1 | 1.8
CC1CCC(C(C)C)C(OC(=O)C[n+]2cc(-c3ccc(Cl)cc3)n3c2CCC3)C1 (stereo not given)
    14.4 | 4.7 | 12.3 | -7.4 | 2.7 | 93.0 | 17.4* | -29.3 | -6.1 | 0.1
O=C(CSc1nc2nccnc2c(=O)n1Cc1cccs1)Nc1ccccc1F
    5.9 | -1.5 | -7.9 | 4.2 | 4.0 | 101.0 | -2.4 | 19.1 | 2.6 | 2.3
Cc1cc(NS(=O)(=O)c2ccc(NC(=S)NC(=O)c3cccc(S(=O)(=O)N(C)C)c3)cc2)no1
    7.1 | 2.4 | 1.6 | 15.5* | -2.4 | 94.0 | -2.5 | -7.6 | 5.7 | -9.6
CC(=O)OCC1(C)CN(c2ccccc2)N(C(C)=O)C1=O (stereo not given)
    -3.6 | 7.1 | -9.9 | 3.0 | -12.4 | 103.0 | -0.8 | 4.6 | -7.0 | -3.3
COc1cc(/C(C)=N/NC(=O)CN2CCN(S(=O)(=O)c3ccc(C)cc3)CC2)ccc1O
    7.2 | 0.8 | -10.2 | 0.2 | 2.6 | 99.0 | -2.5 | -5.5 | -2.2 | -12.6
Cc1cc(C)n(C(=O)CSc2nc3ccccc3o2)n1
    -3.0 | -0.6 | 1.7 | 1.4 | 0.4 | 101.0 | -1.0 | -0.8 | -2.0 | -17.6
COc1ccccc1-n1nc(C)cc1N
    -2.1 | 0.8 | -7.0 | -0.9 | -10.3 | 96.0 | -2.2 | -1.6 | 0.4 | -0.1
Cc1nc2cc(NC(=O)CS(=O)(=O)c3ccc(F)cc3)ccc2s1
    3.0 | 0.6 | -3.4 | -12.5 | 11.8 | 94.0 | -2.6 | 1.3 | 8.4 | -28.4
CN1CCN(C2=C(NS(=O)(=O)c3ccccc3)C(=O)c3ccccc3C2=O)CC1
    -7.5 | 0.4 | -22.4 | -0.8 | 1.8 | 92.0 | -1.5 | -12.6 | -3.9 | /

(list continues)
Order of values: MC4R antagonist | N-glyco inh | ABHD5-PLIN5 inh | m5-HT2A agonist | NOD2 RIPK2 PPI | ABCB6 inh 2 | MC4R ag barr | Cardio protect | TLR9-MyD88 inh | NCOA2 inhibitor
O=C1NC(c2cccs2)Nc2sc3c(c21)CCCC3 (stereo not given)
    -2.3 | 0.0 | -13.9 | -3.5 | 1.8 | 103.0 | 1.6 | -15.3 | -15.1 | -70.2
COc1cccc(CC(=O)Nc2nc(-c3cccnc3)cs2)c1
    4.9 | -4.5 | -10.1 | 0.3 | -7.8 | 114.0 | 1.4 | 5.6 | 6.3 | -10.8
O=C1OC(c2ccccc2)=C/C1=C\N1CCOCC1
    1.1 | 2.0 | -1.1 | -0.3 | 1.8 | 98.0 | -1.5 | 13.7 | 10.4 | -3.0
Cc1cc(C)c2cc(C(=O)N3CCN(c4ncccc4C(F)(F)F)CC3)[nH]c2c1
    5.8 | 2.3 | 0.4 | -1.4 | -10.1 | 94.0 | 12.2* | -4.8 | -4.0 | -7.1
O=C(Nc1ccccc1)c1ccc(S(=O)(=O)N2CCCCC2)cc1
    10.1 | -1.3 | -6.6 | -4.7 | 11.7 | 102.0 | -0.4 | -23.3 | -8.0 | 5.0
O=C(Nc1ccccc1C(F)(F)F)c1cc(S(=O)(=O)N2CCOCC2)ccc1F
    2.5 | 0.7 | -1.2 | -1.1 | 5.4 | 104.0 | -3.5 | -5.2 | -4.3 | 5.0
Cc1ccccc1S(=O)(=O)c1c(C)cc(C)n(CC(C)C)c1=O
    2.7 | -1.3 | -1.8 | 2.8 | 3.5 | 87.0 | 1.0 | -14.4 | 1.4 | -19.4
Cc1ccccc1C1CCCN(Cc2nc(CC3CC3)no2)C1 (stereo not given)
    0.1 | -1.9 | -3.0 | 0.0 | -6.8 | 98.0 | -2.5 | -2.5 | -8.2 | 11.7
COc1ccc(-n2ncc3c2CC(C)(C)CC3NC(=O)c2c(C)cc(=O)oc2C)cc1 (stereo not given)
    4.2 | 1.3 | -4.0 | 0.8 | 3.2 | 99.0 | 0.9 | -1.4 | 1.5 | 1.1
CCOc1ccccc1NC(=O)C1CCCN(S(C)(=O)=O)C1 (stereo not given)
    1.0 | 0.4 | 2.8 | -0.4 | -2.3 | 101.0 | 0.7 | 1.9 | -9.9 | 11.7
CCCc1cc(=O)oc2c3c(cc(OCC(=O)NCCCn4ccnc4)c12)OC(C)(C)CC3
    3.9 | 20.6 | -0.9 | -4.7 | -1.6 | 98.0 | 0.0 | 5.6 | -18.9 | 2.6
O=C(NCc1ccccc1Cl)C1CCCN1S(=O)(=O)c1ccc(F)cc1 (stereo not given)
    12.7 | -3.2 | -5.4 | -1.9 | -10.2 | 102.0 | 0.9 | 0.5 | -10.6 | 16.5
COc1ccc(C(c2nnnn2C2CCCC2)N2CCc3ccccc3C2)cc1OC (stereo not given)
    1.6 | 1.3 | -20.5 | -5.0 | 4.2 | 96.0 | 0.5 | -5.4 | -10.5 | -8.3
COc1ccc(CCCc2nnc(SCC(=O)Nc3cc(C)c(C)cc3Br)o2)cc1
    2.2 | -3.9 | -10.2 | -1.3 | 7.4 | 94.0 | -3.5 | -9.2 | -3.6 | 19.5
C=CCNC(=S)N/N=C/c1cn(-c2ccccc2)nc1-c1ccc(OC)cc1
    2.4 | -2.4 | 2.5 | 4.6 | 11.2 | 94.0 | 15.4* | -0.7 | -6.2 | -2.4
COc1ccc(CCNC(=S)N2CCC(Cc3ccccc3)CC2)cc1OC
    3.5 | -1.8 | -1.8 | 3.4 | -4.1 | 99.0 | -2.8 | -21.4 | 6.9 | 20.7
CNC(=S)N/N=C/c1cn(CCOc2ccccc2OC)c2ccccc12
    5.3 | 8.0 | -4.1 | -3.7 | -3.2 | 98.0 | 0.4 | -8.6 | -2.6 | -11.0
Cc1ccc(CNC(=O)CCC2CCCN(Cc3c(C)nn(C(C)C)c3C)C2)o1 (stereo not given)
    5.0 | 0.4 | 0.3 | -4.0 | 3.0 | 104.0 | -2.4 | -0.5 | 5.5 | -21.7
O=c1c2ccccc2n(CC(O)CN2CCOCC2)c2ccccc12 (stereo not given)
    7.9 | -0.3 | 1.4 | 3.2 | -11.4 | 87.0 | -1.6 | 3.9 | -4.3 | -14.8
CCCN1CCN(C(=O)CS(=O)(=O)Cc2nc(-c3cccc(OC)c3)oc2C)CC1
    1.3 | -2.5 | 8.8 | -2.4 | 8.6 | 96.0 | -0.8 | -0.7 | -12.1 | -15.4

The results go on:
Order of values: MC4R antagonist | N-glyco inh | ABHD5-PLIN5 inh | m5-HT2A agonist | NOD2 RIPK2 PPI | ABCB6 inh 2 | MC4R ag barr | Cardio protect | TLR9-MyD88 inh | NCOA2 inhibitor
COc1ccc(-c2nc(CNS(=O)(=O)c3cc(OC)ccc3OC)cs2)cc1
    10.7 | -1.0 | -7.2 | -1.3 | 1.9 | 95.0 | 1.8 | -5.9 | -3.3 | 10.3
O=C(CSc1nnc(-c2cccnc2)o1)N1CCCCC1
    1.1 | -1.8 | -1.0 | 2.2 | -13.2 | 106.0 | 1.2 | 0.3 | -4.3 | 10.2
Cc1sc2nc(CSCC(=O)Nc3ccc(OC(F)F)cc3)[nH]c(=O)c2c1C
    1.8 | 1.9 | -7.4 | 6.6 | 0.8 | 95.0 | -2.1 | 10.2 | 0.0 | -0.4
O=C1CN(C(=O)COC(=O)[C@@H]2CC(O)CN2S(=O)(=O)c2ccc(Cl)cc2)c2ccccc2N1 (stereo not given in full)
    6.0 | 1.9 | -8.5 | 4.2 | -7.4 | 96.0 | -3.2 | 5.4 | 1.6 | -39.6
Cc1n[nH]c(=O)c2c(NC(=O)CSc3ccc(Br)cc3)oc(C)c12
    9.0 | 0.4 | -7.1 | -0.6 | -1.1 | 98.0 | -2.2 | 2.0 | 6.3 | -20.0
O=C(O)C1Cc2ccccc2CN1C(=O)c1ccccc1 (stereo not given)
    0.8 | 3.5 | -0.5 | 4.5 | -8.7 | 101.0 | 0.5 | 4.6 | 4.0 | 1.5

Bioassay records deposited in PubChem by several laboratories.

Some of the compounds tested. The share of hits here may be higher or lower than overall.
